# Compound activity deposited in PubChem by several laboratories.
# NadD block: inhibitors of Staphylococcus aureus NadD; purified NadD enzyme, colorimetric absorbance read-out; AID 602399; inhibition, % at 20 µM; 0.78% of 360,000 active; in the data active means inhibition above about 26%; further: some compounds past the cut are filed as inactive
# Scp-1 inhibitor: inhibitors of human Scp-1 phosphatase; 0.88% of 340,000 active; Q9GZU7; inhibition, % at 20 µM; Recombinant Scp1, phosphopeptide, malachite green phosphate absorbance; AID 493091;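 active means inhibition above about 50% at 20 µM, limit read from the data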;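 further: plate controls were DMSO wells with enzyme for no effect and wells lacking enzyme for full effect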
#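 Assay system: SCP-1 catalytic fragment, aa 76-261 | Buffer or medium: Tris acetate buffer pH 5.5 with MgCl2 and Tween-20 | Compound: One concentration, 20 µM, with 1.0% DMSO | Also added: Phospho 17-mer peptide substrate | Signal: Absorbance at 630 nm | Incubation: 45 min enzyme reaction at room temperature | Measure: % inhibition of SCP-1 phosphate liberation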
# CSN deneddyl inh: CSN deneddylation inhibition; Q92905; Purified CSN, SCF-Nedd8-OG deneddylation, fluorescence polarization; inhibition, % at 12.5 µM; 0.38% of 360,000 active;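 active means pattern-corrected inhibition above about 35%, with an unprinted fluorescence ratio check between 0.5 and 1.5, limit read from the data, passing the limit was not always enough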;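 further: 0% = enzyme with substrate and 100% = substrate without enzyme; some results filed as inactive read as strong as hits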
# Target sequence (Q92905 whole entry, looked up, one chain of several): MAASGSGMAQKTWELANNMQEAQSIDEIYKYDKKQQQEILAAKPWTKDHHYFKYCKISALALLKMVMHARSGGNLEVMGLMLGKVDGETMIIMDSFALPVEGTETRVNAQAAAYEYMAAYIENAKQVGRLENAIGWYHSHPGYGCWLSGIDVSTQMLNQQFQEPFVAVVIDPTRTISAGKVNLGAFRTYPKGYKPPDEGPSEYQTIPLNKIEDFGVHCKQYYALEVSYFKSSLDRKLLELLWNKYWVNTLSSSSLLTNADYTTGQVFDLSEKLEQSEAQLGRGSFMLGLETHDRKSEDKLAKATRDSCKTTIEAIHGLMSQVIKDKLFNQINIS
#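 Material: human Csn5 produced in HEK293T cells; Input: enzyme 0.24 nM; Reagent: SCFSkp2-Nedd8OG substrate at 10 nM final; Dosing: 12.5 µM compound; Incubation: 90 min reaction at room temperature; Detection: fluorescence polarization of the substrate; Evaluation: % inhibition of substrate cleavage by Csn5; Control set: substrate-only high control, full reaction low control.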
# STEP block: blocks human striatal-enriched tyrosine phosphatase; P54829; recombinant STEP, OMFP fluorogenic substrate, fluorescence; inhibition, % at 20 µM; 0.25% of 360,000 active; AID 588621;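 active means inhibition at 20 µM, scaled per plate between control wells, above about 37%, limit read from the data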;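 further: 0% = DMSO with enzyme and substrate and 100% = substrate only without enzyme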
# Target sequence (P54829 whole entry, looked up): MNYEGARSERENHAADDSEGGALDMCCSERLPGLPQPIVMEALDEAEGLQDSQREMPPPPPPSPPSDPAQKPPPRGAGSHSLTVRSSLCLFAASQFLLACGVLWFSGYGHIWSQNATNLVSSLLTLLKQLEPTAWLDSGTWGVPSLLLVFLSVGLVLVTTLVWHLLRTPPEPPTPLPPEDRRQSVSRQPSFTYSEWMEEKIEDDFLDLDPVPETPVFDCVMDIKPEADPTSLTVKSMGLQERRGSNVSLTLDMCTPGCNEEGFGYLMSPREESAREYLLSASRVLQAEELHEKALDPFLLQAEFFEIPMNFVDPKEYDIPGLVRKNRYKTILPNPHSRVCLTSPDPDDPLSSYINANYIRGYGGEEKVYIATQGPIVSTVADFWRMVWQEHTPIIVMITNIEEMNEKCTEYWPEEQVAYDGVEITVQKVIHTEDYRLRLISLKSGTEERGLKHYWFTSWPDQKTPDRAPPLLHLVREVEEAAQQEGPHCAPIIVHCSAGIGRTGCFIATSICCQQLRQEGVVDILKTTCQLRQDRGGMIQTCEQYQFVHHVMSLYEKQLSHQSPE
#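 System: STEP (striatal-enriched tyrosine phosphatase) enzyme, cell-free; medium: Bis-Tris pH 6.0 buffer with DTT, detergent; dosing: 20 µM, 1% DMSO; times: reaction 20 min, ambient temperature; detection: fluorescence, 480/540 nm; read-out basis: normalized % inhibition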
# Neddyl block: blocks human cullin neddylation | P61081+Q13564 | TR-FRET cullin neddylation, biochemical | calls only at 25 µM | 0.58% of 360,000 active; in the data active means inhibition above about 36%
# LMPTP block: LMPTP (human) inhibition; inhibition, % at 20 µM; 0.22% of 360,000 active; recombinant LMPTP-A, OMFP fluorogenic substrate, fluorescence intensity; AID 651560;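 active means compounds that cut the enzyme signal by at least half of the control window in the single-dose screen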;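 further: plate controls were DMSO wells with enzyme plus substrate for no effect and substrate without enzyme for full effect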
#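 Assay system: LMPTP-A, protein tyrosine phosphatase of low molecular weight / Medium: pH 6.0 Bis-Tris buffer with DTT and Triton X-100 / Schedule: 50 min enzyme reaction at room temperature, protected from light / Measured by: endpoint fluorescence intensity from OMFP dephosphorylation / Read-out basis: % inhibition relative to no-enzyme and uninhibited control wells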
# DNMT1 inh: inhibitors of human DNMT1. 0.83% of 360,000 active. inhibition (reported as % activation of signal), % at 10 µM. P26358. DNMT1 molecular beacon, Hinp1I cleavage, fluorescence; in the data active means inhibition above about 50%
# SUMO1 PPI mod: SUMO1-SIM interaction modulation; 0.33% of 360,000 active; SUMO1 binding to a labelled peptide, TR-FRET, 1 h; inhibition, % at 20 µM; in the data active means inhibition above about 37%
# Target sequence (P63165 whole entry, looked up): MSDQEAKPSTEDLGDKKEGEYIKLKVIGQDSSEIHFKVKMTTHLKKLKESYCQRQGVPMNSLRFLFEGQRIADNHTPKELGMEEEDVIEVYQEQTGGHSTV
# Rin1-Abl PPI inh: blocks binding of human Rin1 to Abl | 0.4% of 360,000 active | TR-FRET Rin1/Abl binding, biochemical | P00519+Q13671 | inhibition, % at 7.35 µM; in the data active means inhibition above about 5%, passing the limit was not always enough
# Rpn11 inh: inhibitors of human proteasome Rpn11. 0.59% of 360,000 active. O00487. human 26S proteasome, Ub4-pepOG fluorescence polarization; 20S core pre-blocked with epoxomicin. calls only at 20 µM;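 active means inhibition at 20 µM, scaled to each plate's controls, above about 33%, limit read from the data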
# The depositor's hits bear a star; i = inactive; / = no result given; + = active, no number.
SMILES,NadD block,Scp-1 inhibitor,CSN deneddyl inh,STEP block,Neddyl block,LMPTP block,DNMT1 inh,SUMO1 PPI mod,Rin1-Abl PPI inh,Rpn11 inh
COc1ccc(NC(=O)CN(C)C(=O)CCc2nc3cc(S(=O)(=O)N4CCOCC4)ccc3n2C)cc1,-1,-2,3,-1,i,-2.4,3,2,3,i
Cn1c(C(=O)O)c(CC(=O)Nc2ccc3c(c2)OCCO3)c2ccccc21,-3,3,-5,0,i,-0.6,0,4,4,i
C=CCn1c(-c2ccc(OC)cc2)csc1=Nc1c(C)n(C)n(-c2ccccc2)c1=O,-1,-4,0,-1,i,-0.5,-1,-2,2,i
CC(=O)c1cccc(-n2nnnc2SCC(=O)NNC(=O)C2CCCCC2)c1,0,-1,5,3,i,-0.5,-1,-2,-5,i
COc1ccc(C(C)=O)cc1CS(=O)(=O)CC(=O)NCCc1c[nH]c2ccccc12,5,6,4,1,i,1.1,-13,-1,1,i
Cc1ccccc1Cn1cc(CCC(=O)N2CCOCC2)c2ccccc21,-5,-10,-1,0,i,0.6,0,-1,3,i
Cc1ccccc1NC(=O)Cc1cccs1,-6,1,2,-3,i,-0.9,2,-3,0,i
COc1ccccc1CC(=O)N1CCCC(CCC(=O)NCc2ccccc2F)C1 (stereo not given),-8,2,-1,2,i,-1.0,1,0,-1,i
COC(C/C=C/[C@H](O)COCc1ccccc1)OC,3,2,0,-2,i,0.8,0,-5,3,i
COc1ccc(CN(C)C(=O)C2CC(=O)N(c3ccc4c(c3)OCCO4)C2)c(OC)c1 (stereo not given),-2,-2,-1,-2,i,-1.1,-10,-6,4,i
COc1ccccc1C(=O)N/C(=C/c1ccc(Br)cc1)C(=O)NCCO,-1,2,6,-9,i,-0.7,4,-5,-2,i
CCCn1c(CCc2ccccc2)n[nH]c1=S,1,7,2,1,i,-1.3,4,2,-4,i
CC(=O)NCCc1nc2ccccc2n1Cc1cc(C)ccc1C,-3,-4,0,0,i,1.7,-1,0,-2,i
Cc1cccc2cc(CN(CC3CCCO3)C(=O)c3ccco3)c(=O)[nH]c12 (stereo not given),2,-8,-2,-4,i,-1.8,-4,1,-2,i
COC(=O)COc1ccc(S(=O)(=O)NCCC2=CCCCC2)cc1C,-6,-4,-1,-2,i,-0.7,-7,4,1,i
Cn1c(SCC(=O)NC2CCCCC2)nnc1-c1ccccc1F,-1,-3,-4,-1,i,-0.7,2,-2,-1,i
CCc1ccc(N(C(=O)c2csnn2)C(C(=O)NC(C)(C)CC)c2ccccn2)cc1 (stereo not given),-6,-8,1,-5,i,-1.4,-2,1,2,i
COc1ccc(/C=N/NC(=O)Nc2cccc3nsnc23)cc1OC,-6,-5,1,8,i,0.1,23,8,0,i
Cc1ccc(C(=O)Nc2ccncc2)c(C)c1,-3,-1,5,-2,i,-2.5,3,-1,-6,i
COc1ccc(CNC(=O)C2CCCN2C(=O)NC2CCCCC2)cc1 (stereo not given),1,-5,1,-4,i,-0.3,4,-3,3,i
COc1ccc(C2C(C(C)=O)=C(O)C(=O)N2c2cccnc2)cc1OC (stereo not given),7,-4,-2,-3,i,-1.5,1,-3,2,i
CCc1nonc1NC(=O)c1oc2cc(Br)ccc2c1C,0,4,7,0,i,0.7,0,-5,-9,i
CC1C=CC=CC=CC=CC=CC=CC=CC(OC2OC(C)C(O)C(N)C2O)CC2OC(O)(CC(O)CC(O)C(O)CCC(O)CC(O)CC(=O)OC(C)C(C)C1O)CC(O)C2C(=O)O (stereo not given),-1,89*,39*,2,i,2.3,94*,24,0,+
COc1ccc(/C=C2/SC(=S)N(CCCC(=O)N3CCN(C)CC3)C2=O)cc1,-4,-5,3,0,i,-4.6,-2,-45,-6,i
O=C(Nc1cccn(Cc2ccc(F)cc2)c1=O)NC1CCCCC1,-6,-2,2,2,i,-0.1,-12,-6,1,i
Cc1ccc(C)c(-c2nnc(NC(=O)CCS(=O)(=O)c3ccccc3)o2)c1,7,-7,-2,0,i,-0.8,-1,6,0,i
Cc1cccc(N(C)C(=O)c2cc(S(=O)(=O)N3CCCC3)cn2C)c1,-1,-1,0,-2,i,0.2,7,-3,-1,i
CCCCCC(O)(c1ccccc1)C(CN1CCOCC1)c1ccccc1 (stereo not given),-7,-10,3,0,i,1.3,3,-2,4,i
Cc1noc(NS(=O)(=O)c2ccc(NC(=O)c3ccccc3NS(=O)(=O)c3ccc(F)c(F)c3)cc2)c1C,3,-14,3,0,i,-1.3,1,19,0,i
CC(C)/C=N\NC(=O)CCCCC(=O)N/N=C/C(C)C,-4,-7,0,0,i,-1.1,2,1,-1,i

# Limited to NadD block, for 3 of the compounds above:
canonical_smiles	NadD block
CCc1ccc(N(C(=O)c2csnn2)C(C(=O)NC(C)(C)CC)c2ccccn2)cc1 (stereo not given)	-6
COc1ccc(/C=N/NC(=O)Nc2cccc3nsnc23)cc1OC	-6
Cc1ccc(C(=O)Nc2ccncc2)c(C)c1	-3

# (more compounds)
SMILES,NadD block,Scp-1 inhibitor,CSN deneddyl inh,STEP block,Neddyl block,LMPTP block,DNMT1 inh,SUMO1 PPI mod,Rin1-Abl PPI inh,Rpn11 inh
COc1cccc(/C=N/c2nc3ccccc3[nH]2)c1O,-6,6,1,0,i,0.8,-1,1,0,i
CSc1nsc(SCC(=O)Nc2ccc(Br)cn2)n1,-2,10,3,3,i,1.6,40,3,-2,i
CC(=O)NC(CC(=O)OCC(=O)NCCc1ccccc1)c1ccccc1 (stereo not given),7,-4,0,1,i,-1.1,2,-1,1,i
C=CCC1C=C(Cc2ccccc2)CC(CC=C)N1 (stereo not given),-4,9,8,2,i,-1.1,-7,1,1,i
CC1CCCN(C(=O)COC(=O)C2CCN(S(=O)(=O)c3ccc4c(c3)OCCO4)CC2)C1 (stereo not given),-3,5,-2,-1,i,-0.3,-1,-1,1,i
O=C(COCc1cc(-c2ccc3c(c2)OCO3)on1)Nc1cccnc1,-1,-8,-1,-1,i,-0.2,2,5,-5,i
CN(C(=O)c1ccccc1C(=O)OCC(=O)NCc1ccccc1)C1CCCCC1,-1,1,0,1,i,0.2,1,3,2,i
Cc1sc2nc(C3CC3)nc(N3CCN(C(=O)c4ccc(F)cc4)CC3)c2c1C,7,-1,5,1,i,3.2,-4,-1,1,i
CC1=C(C(=O)OC(C)C)C(c2ccc(Cl)cc2)n2c(sc(=Cc3ccc(OCC(=O)O)cc3)c2=O)=N1 (stereo not given),30*,/,84*,87*,i,88*,104*,106*,-3,/
Cc1ccc(NC(=O)CCn2cccc2)cc1C,-5,-2,3,0,i,-0.1,-6,-3,2,i
COc1cccc(N2C(=O)CC(c3c[nH]c4ccccc34)C2=O)c1 (stereo not given),4,-2,-1,0,i,-0.6,-12,3,2,i
COc1ccc(N2CCN(C(=O)CCc3c[nH]c4ccccc34)CC2)cc1,-3,-3,-1,0,i,-0.1,-5,-3,4,i
CCN(CC)CCN(C(=O)c1ccc(N2C(=O)CCC2=O)cc1)c1nc2cc3c(cc2s1)OCCO3,-1,-3,4,2,i,-0.1,-7,-2,1,i
COc1cc(/C=C/C(=O)N2CCC=CC2=O)cc(OC)c1OC,-5,14,2,-5,i,1.6,2,-1,-3,i
CCn1cc(CNC(=O)c2cc(-c3cc(OC)ccc3OC)nc3ccccc23)c(C)n1,5,-10,0,-3,i,0.4,-1,-4,-2,i

# SUMO1 PPI mod, what is marked active above.
structure | NadD block | Scp-1 inhibitor | CSN deneddyl inh | Neddyl block | LMPTP block | DNMT1 inh | SUMO1 PPI mod | Rin1-Abl PPI inh | Rpn11 inh
CC1=C(C(=O)OC(C)C)C(c2ccc(Cl)cc2)n2c(sc(=Cc3ccc(OCC(=O)O)cc3)c2=O)=N1 (stereo not given) | 30* | / | 84* | i | 88* | 104* | 106* | -3 | /

# By substructure: those above containing a thiophene ring, fused or not
SMILES,NadD block,Scp-1 inhibitor,CSN deneddyl inh,STEP block,Neddyl block,LMPTP block,DNMT1 inh,SUMO1 PPI mod,Rin1-Abl PPI inh,Rpn11 inh
Cc1ccccc1NC(=O)Cc1cccs1,-6,1,2,-3,i,-0.9,2,-3,0,i
Cc1sc2nc(C3CC3)nc(N3CCN(C(=O)c4ccc(F)cc4)CC3)c2c1C,7,-1,5,1,i,3.2,-4,-1,1,i

# Following part
SMILES,NadD block,Scp-1 inhibitor,CSN deneddyl inh,STEP block,Neddyl block,LMPTP block,DNMT1 inh,SUMO1 PPI mod,Rin1-Abl PPI inh,Rpn11 inh
CC1(C)N=C(N)N=C(N)N1c1ccc(F)cc1F,-3,-2,-3,-1,i,-1.5,2,-2,1,i
CCCCN1CC[C@H]2C=CC[C@@H](C(=O)NCCc3ccccc3)[C@H]2C1=O,4,3,-2,-2,i,0.2,4,-1,0,i
Cc1cc(C(C)(C)C)cc(S(=O)(=O)NCCO)c1C,-2,0,-2,6,i,-2.8,-2,-4,0,i
CCN(CC)S(=O)(=O)c1ccc(/C(O)=C(\C#N)c2nc3ccccc3n2C)cc1,-1,-12,3,1,i,1.2,0,-1,1,i
Cc1ccc(C(=O)Nc2ccc(Nc3ccccc3)cc2)cc1Br,-2,-11,2,0,i,7.0,-17,3,0,i

# 3 structures out of the list, arranged by number of heavy atoms, low to high:
SMILES,NadD block,Scp-1 inhibitor,CSN deneddyl inh,STEP block,Neddyl block,LMPTP block,DNMT1 inh,SUMO1 PPI mod,Rin1-Abl PPI inh,Rpn11 inh
Cc1cc(C(C)(C)C)cc(S(=O)(=O)NCCO)c1C,-2,0,-2,6,i,-2.8,-2,-4,0,i
CCCCN1CC[C@H]2C=CC[C@@H](C(=O)NCCc3ccccc3)[C@H]2C1=O,4,3,-2,-2,i,0.2,4,-1,0,i
CCN(CC)S(=O)(=O)c1ccc(/C(O)=C(\C#N)c2nc3ccccc3n2C)cc1,-1,-12,3,1,i,1.2,0,-1,1,i
